JMJD2C inh = inhibitors of human GASC-1 (JMJD2C) demethylase. AID 2099. 330,000 compounds, 0.069% hits. Q9H3R0. inhibition, % at 2.35 µM. GST-JMJD2C(1-420) H3K9me3 demethylation, DELFIA europium;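 active = more than half of a compound's replicate wells show inhibition beyond 50%, single wells judged on their own value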;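 note: signal counts dimethyl H3K9 product captured on neutravidin plate; 0% = median of DMSO wells and 100% = 0.3 times that DMSO median; strong numbers were not always called active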
Target sequence (Q9H3R0 1-420 limits assumed): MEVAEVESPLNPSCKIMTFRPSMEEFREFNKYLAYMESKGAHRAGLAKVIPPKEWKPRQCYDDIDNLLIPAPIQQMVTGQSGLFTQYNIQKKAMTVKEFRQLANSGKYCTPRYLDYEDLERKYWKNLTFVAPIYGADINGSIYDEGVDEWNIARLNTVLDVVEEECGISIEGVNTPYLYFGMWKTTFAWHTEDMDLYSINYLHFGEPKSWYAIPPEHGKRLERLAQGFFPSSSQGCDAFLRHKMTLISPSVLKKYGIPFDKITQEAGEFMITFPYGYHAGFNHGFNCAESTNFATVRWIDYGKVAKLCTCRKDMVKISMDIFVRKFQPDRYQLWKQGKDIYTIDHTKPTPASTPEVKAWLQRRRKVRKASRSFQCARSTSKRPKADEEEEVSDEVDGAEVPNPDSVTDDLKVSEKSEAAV
LAP4 TOR yeast = modulators of TOR pathway LAP4-GFP in S. cerevisiae | S. cerevisiae LAP4-GFP multiplex, flow cytometry GFP, 3 h; median GFP as percent of DMSO wells | 320,000 compounds, 0.34% hits | GFP response vs DMSO, % at 10 µM;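 active = GFP response vs DMSO above a set limit, about the screen mean plus 3 SD, cut at about 150% in these data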
MEP2 TOR yeast = yeast TOR pathway MEP2-GFP modulation | S. cerevisiae MEP2-GFP strain, flow cytometry GFP, 3 h; 100% = DMSO control level | GFP response vs DMSO, % at 10 µM | 330,000 compounds, 0.51% hits | AID 2016;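 active = GFP response versus DMSO above a set limit, roughly screen mean plus 3 SD, cut at about 180% in these data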;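 note: median GFP fluorescence of the barcode-gated MEP2-GFP cells per well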
RPL19A TOR yeast = modulators of TOR pathway RPL19A-GFP in S. cerevisiae; percent response vs DMSO, % at 10 µM; 330,000 compounds, 0.3% hits; AID 2025; S. cerevisiae RPL19A-GFP strain, flow cytometry, 3 h; stronger effect = lower value;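 active = percent response vs DMSO below 50%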;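 note: median channel GFP fluorescence of the barcoded RPL19A-GFP strain; ratio of sample median GFP to plate DMSO average so 100% = DMSO; lower means less RPL19A-GFP as with rapamycin TOR inhibition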
proCasp7 act = counter-screen for procaspase-3 activators: activators of human procaspase-7; P55210; recombinant procaspase-7, Ac-DEVD-pNA absorbance 405 nm; D23A/D198A/D206A triple mutant, cannot self-cleave; scale: DMSO 0, 5 µM enzyme 100; activation, % at 8.5 µM; 330,000 compounds, 0.093% hits; AID 463210;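 active = percent activation above the screen-wide mean plus 3 SD, cut at about 25% in these data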
Target sequence (P55210 whole entry D23A/D198A/D206A): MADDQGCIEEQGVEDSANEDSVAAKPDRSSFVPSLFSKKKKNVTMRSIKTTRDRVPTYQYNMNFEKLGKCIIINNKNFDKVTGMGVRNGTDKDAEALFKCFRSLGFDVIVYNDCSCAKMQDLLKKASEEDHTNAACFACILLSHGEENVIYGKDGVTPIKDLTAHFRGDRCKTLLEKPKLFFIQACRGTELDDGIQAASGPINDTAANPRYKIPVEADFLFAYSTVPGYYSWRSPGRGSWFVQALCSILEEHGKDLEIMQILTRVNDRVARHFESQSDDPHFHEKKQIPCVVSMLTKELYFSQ
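buffer or medium = Zinc-free HEPES/NaCl buffer, pH 7.4 | material = Procaspase-7 triple mutant (PC-7 D3A) | input = 2 µM procaspase-7 mutant as dispensed | signal = Epi-absorbance of released pNA at 405 nm, two timepoints | timing = 1 h preincubation, 2 h reaction | replicates = singlicate compound testing | evaluation = % activation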
CR mimetic SO = yeast age-related superoxide inhibition as caloric restriction mimetic; superoxide response (% of plate mean), % at 10 µM; 330,000 compounds, 0.18% hits; AID 2690; S. cerevisiae aged cells, superoxide DHE fluorescence; stronger effect = lower value;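 active = superoxide response under a set limit, about three screen SD below normal, cut at about 65% in these data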;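 note: yeast aged for seven days with compound at 30 °C before DHE staining; 100% = average MFI of all compound-treated wells on the plate with controls excluded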
proCasp3 act = procaspase-3 (human) activation; P42574; recombinant procaspase-3 D3A, Ac-DEVD-pNA absorbance 405 nm; activation, % at 8.5 µM; 330,000 compounds, 0.11% hits; AID 463141;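 active = activation above the mean of all tested compounds plus 3 SD, cut at about 21% in these data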;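 note: 0% = DMSO alone and 100% = DMSO wells spiked with extra 5 µM PC-3 D3A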
Target sequence (P42574 whole entry D9A/D28A/D175A): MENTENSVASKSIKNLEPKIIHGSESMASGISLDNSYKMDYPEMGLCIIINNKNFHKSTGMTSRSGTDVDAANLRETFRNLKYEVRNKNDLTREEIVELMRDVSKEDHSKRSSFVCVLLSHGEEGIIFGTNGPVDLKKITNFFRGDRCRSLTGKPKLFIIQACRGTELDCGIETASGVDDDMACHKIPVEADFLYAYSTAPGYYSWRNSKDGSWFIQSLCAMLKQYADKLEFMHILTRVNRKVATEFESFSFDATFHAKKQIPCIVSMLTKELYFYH
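Evaluation: percent activation relative to control range; Material: Procaspase-3 D3A mutant, all three cleavage aspartates alanine; Compound: single dose, 8.5 µM nominal compound, 0.8% DMSO; Replication: one well per compound; Signal: absorbance at 405 nm, 0 and 120 min; Schedule: 1 h preincubation plus 2 h reaction at 25 °C.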
AHR activator = activators of human aryl hydrocarbon receptor. P35869. AHR-responsive luciferase reporter cells, luminescence. activation, % at 5 µM. 320,000 compounds, 2.5% hits. AID 2796; in the data active = activation above about 47%;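 note: 0% = vehicle wells and 100% = reference agonist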
Active calls of the source: *; / = not tested or not shown.

[1] CCn1c(CC(=O)Nc2ccc(C)c(Cl)c2)nnc1SCCOc1ccc(OC)cc1
[2] COc1ccc2[nH]c(=O)c(COC(=O)c3ccco3)cc2c1
[3] Cc1cccc2c1cnn2C(=O)CCC(=O)NCc1ccc(F)cc1
[4] COc1cccc(CNC(=O)CCc2nc3cc(S(=O)(=O)N4CCOCC4)ccc3n2C)c1
[5] O=[N+]([O-])c1ccc2nc(-[n+]3c(-c4ccccc4)cc(-c4ccccc4)cc3-c3ccccc3)[nH]c2c1
[6] Nc1cccc(NC(=O)CN2CCOCC2)c1
[7] CC1=[N+](CC(=O)NC(C)(C)C)CCc2ccccc21
[8] O=C(CN1C(=O)CSC1=O)N1CCCC(Nc2ccc(F)cc2)C1 (stereo unspecified)

compound no.	1	2	3	4	5	6	7	8
JMJD2C inh	3	2	8	-4	2	0	-6	4
LAP4 TOR yeast	98	105	105	102	98	90	100	105
MEP2 TOR yeast	101	102	106	103	100	106	105	105
RPL19A TOR yeast	/	92	101	97	100	107	103	99
proCasp7 act	8	-2	2	-2	9	6	-2	-2
CR mimetic SO	102	88	91	83	138	102	95	100
proCasp3 act	0	-1	8	4	1	9	1	-1
AHR activator	-1	1	2	0	7	1	-1	0

[9] CC(NS(=O)(=O)c1ccc2c(c1)oc(=O)n2C)c1ccccc1 (stereo unspecified)
[10] CCN1CCN(c2c(/C=C3\SC(=S)N(Cc4ccco4)C3=O)c(C)c(C#N)c(=O)n2C)CC1
[11] O=C(C[C@@H]1C/C=C\CC[C@H](Cc2ccc(F)cc2)C(=O)OC[C@@H]2CCCN2C1=O)NCCO
[12] CCOc1ccccc1N1CCN(C(=S)NCc2ccc(Cl)cc2)CC1
[13] COC(=O)c1cc(S(=O)(=O)NCCc2ccc(C)cc2)c[nH]1
[14] CC(C)(C)OC(=O)NCCCCCc1nnc(SCc2ccccc2F)o1
[15] Cc1ccc2nc(-c3cccnc3)cc(C(=O)N3CCN(c4ccc([N+](=O)[O-])cc4)CC3)c2c1
[16] Cc1ccc(OCCOCCn2cnc3ccccc3c2=O)c([N+](=O)[O-])c1

compound no.	9	10	11	12	13	14	15	16
JMJD2C inh	-2	1	-2	0	2	/	8	10
LAP4 TOR yeast	91	107	96	114	100	110	104	96
MEP2 TOR yeast	100	98	95	107	106	98	103	101
RPL19A TOR yeast	107	93	94	104	100	98	100	101
proCasp7 act	-1	-15	11	7	7	0	4	8
CR mimetic SO	101	69	90	108	104	92	100	109
proCasp3 act	-2	0	8	-5	10	3	-7	-8
AHR activator	7	0	0	6	10	0	2	2

[17] CC1CCCCC1NC(=O)CCCCCn1c(=S)[nH]c2ccccc2c1=O (stereo unspecified)
[18] CCCn1c(=O)n(CC(=O)NCC2CCCO2)c(=O)c2c3c(sc21)COC(C)(C)C3 (stereo unspecified)
[19] CC(C)(C)NC(=O)CN(C(=O)C1CSC(=O)C1)c1ccc2c(c1)OCCO2 (stereo unspecified)
[20] CCOc1cc(/C=N/n2c(C)nnc2C)ccc1O
[21] Cn1nc(C(=O)N2CCCC2)c2ccccc2c1=O
[22] CCCc1cc(C(=O)N2CCCC(Cc3cccc(Cl)c3)(C(=O)OCC)C2)n(C)n1 (stereo unspecified)
[23] CCN(CC)C(=O)n1nc(C)c(CN2C(=O)c3ccccc3C2=O)c1C
[24] CC(C)N(Cc1nc(-c2ccccc2)no1)C(=O)CN1C(=O)c2ccccc2C1=O

compound no.	17	18	19	20	21	22	23	24
JMJD2C inh	-11	8	-14	15	2	3	2	-2
LAP4 TOR yeast	99	99	104	98	96	98	95	109
MEP2 TOR yeast	99	112	102	102	111	98	98	109
RPL19A TOR yeast	102	104	101	104	104	97	98	108
proCasp7 act	0	3	2	3	6	8	3	14
CR mimetic SO	97	101	84	95	90	90	110	81
proCasp3 act	-6	-3	2	7	-6	9	8	0
AHR activator	3	0	1	0	-2	-1	-1	-3

[25] COc1ccc(C=O)cc1Cn1ccnc1
[26] CCOC(=O)C1=NNC(C(=O)c2ccc(C)cc2)C1c1ccc(OC)cc1 (stereo unspecified)
[27] CC1(C)C2CCC(C2)C1(C)NC(=O)CNCc1cccs1 (stereo unspecified)
[28] O=C(NC1CCN(C(=S)NCc2ccco2)CC1)C12CC3CC(CC(C3)C1)C2
[29] CNC(=S)NNC(=O)c1cn(C)nc1C
[30] COc1cc(-c2nc(C)c(C(C)=O)n2O)ccc1OCC(=O)Nc1ccc(Cl)cc1
[31] O=C(Nc1ccc(Br)cc1)c1ccccc1CC[N+](=O)[O-]
[32] CC(C)(C)NC(=O)COC(=O)/C=C/c1ccc(F)cc1

compound no.	25	26	27	28	29	30	31	32
JMJD2C inh	3	12	1	1	7	7	-4	19
LAP4 TOR yeast	116	101	94	110	104	103	101	81
MEP2 TOR yeast	97	101	103	116	101	105	103	87
RPL19A TOR yeast	103	97	110	105	102	103	102	107
proCasp7 act	5	0	-6	-16	-13	-9	-4	0
CR mimetic SO	125	91	116	95	119	115	97	96
proCasp3 act	5	8	2	-14	-9	3	4	1
AHR activator	3	3	-1	0	6	11	11	-4

A different layout for some results above:
[28] O=C(NC1CCN(C(=S)NCc2ccco2)CC1)C12CC3CC(CC(C3)C1)C2
  JMJD2C inh: 1	LAP4 TOR yeast: 110	MEP2 TOR yeast: 116	RPL19A TOR yeast: 105	proCasp7 act: -16	CR mimetic SO: 95	proCasp3 act: -14	AHR activator: 0
[29] CNC(=S)NNC(=O)c1cn(C)nc1C
  JMJD2C inh: 7	LAP4 TOR yeast: 104	MEP2 TOR yeast: 101	RPL19A TOR yeast: 102	proCasp7 act: -13	CR mimetic SO: 119	proCasp3 act: -9	AHR activator: 6

The listing continues.
[33] CN1CCN(C(CC(=O)Nc2cccc(O)c2)C(=O)O)CC1 (stereo unspecified)
[34] Cc1nc2nc(CSc3nnc(C)s3)cc(=O)n2[nH]1
[35] Cc1nn(CC(=O)NC(C)CCc2ccccc2)c(=O)c2nn(-c3ccccc3)c(C)c12 (stereo unspecified)
[36] COc1cccc(C2C(C(N)=O)=C(C)Nc3nc(-c4ccccc4Cl)nn32)c1 (stereo unspecified)
[37] CC(=O)Nc1cccc(OCC(=O)NC(C)C(C)C)c1 (stereo unspecified)
[38] COc1ccc(OC)c(CNC(=O)CCC(=O)N2Cc3ccccc3Oc3ncccc32)c1
[39] COCCNC(=O)CCn1nc(-c2ccc(Cl)cc2)c2ccccc2c1=O
[40] NS(=O)(=O)c1ccc2ccccc2c1

compound no.	33	34	35	36	37	38	39	40
JMJD2C inh	9	-1	7	1	-4	21	-13	-10
LAP4 TOR yeast	85	98	110	104	94	98	91	107
MEP2 TOR yeast	98	101	102	99	105	107	101	99
RPL19A TOR yeast	86	103	106	100	102	101	105	98
proCasp7 act	-4	5	-1	3	6	-5	-11	-3
CR mimetic SO	88	93	106	101	103	100	94	85
proCasp3 act	-3	1	2	5	-6	0	3	3
AHR activator	-2	17	1	3	-2	19	2	0

7 entries already listed, sorted by the value under JMJD2C inh, lowest first:
#	canonical_smiles	JMJD2C inh	LAP4 TOR yeast	MEP2 TOR yeast	RPL19A TOR yeast	proCasp3 act	AHR activator
39	COCCNC(=O)CCn1nc(-c2ccc(Cl)cc2)c2ccccc2c1=O	-13	91	101	105	3	2
37	CC(=O)Nc1cccc(OCC(=O)NC(C)C(C)C)c1 (stereo unspecified)	-4	94	105	102	-6	-2
34	Cc1nc2nc(CSc3nnc(C)s3)cc(=O)n2[nH]1	-1	98	101	103	1	17
36	COc1cccc(C2C(C(N)=O)=C(C)Nc3nc(-c4ccccc4Cl)nn32)c1 (stereo unspecified)	1	104	99	100	5	3
35	Cc1nn(CC(=O)NC(C)CCc2ccccc2)c(=O)c2nn(-c3ccccc3)c(C)c12 (stereo unspecified)	7	110	102	106	2	1
33	CN1CCN(C(CC(=O)Nc2cccc(O)c2)C(=O)O)CC1 (stereo unspecified)	9	85	98	86	-3	-2
38	COc1ccc(OC)c(CNC(=O)CCC(=O)N2Cc3ccccc3Oc3ncccc32)c1	21	98	107	101	0	19

Other structures follow.
[41] Cc1c(C(=O)OCC(=O)NC(C)c2ccccc2)oc2ccccc12 (stereo unspecified)
[42] O=C(NC1CC1)C1=C[C@@H](c2ccc(C(F)(F)F)cc2)C[C@@H](OCc2ccc(CO)cc2)O1
[43] Cc1c(NC(=O)Nc2cc(F)c(F)cc2Cl)c(=O)n(-c2ccccc2)n1C
[44] Cc1cccc(C)c1NC(=O)CNC(=O)c1c(C)nn(-c2ccccc2)c1Cl
[45] CC1CCN(C(=O)CN(c2ccc3c(c2)OCCO3)S(=O)(=O)c2ccccc2)CC1
[46] CN(C)S(=O)(=O)c1ccc2nnn(OCC(=O)NC3CCS(=O)(=O)C3)c2c1 (stereo unspecified)
[47] NS(=O)(=O)c1cc(C(=O)OCC(=O)Nc2ccc(N3CCCCC3)cc2)ccc1Cl
[48] Cn1nc(N)nc1N1CCN(c2ccc(F)cc2)CC1

compound no.	41	42	43	44	45	46	47	48
JMJD2C inh	/	14	7	-3	-27	8	-4	38
LAP4 TOR yeast	98	122	109	97	74	100	117	86
MEP2 TOR yeast	99	88	98	95	94	103	111	89
RPL19A TOR yeast	100	93	103	101	95	98	109	84
proCasp7 act	15	-10	6	13	-12	10	4	-6
CR mimetic SO	107	98	90	101	92	108	101	98
proCasp3 act	1	5	0	1	-3	1	3	2
AHR activator	27	24	0	2	1	0	2	-3

[49] CCCC[C@@H]1C=C(C(=O)O)[C@H](c2ccc(Cl)cc2)N1S(=O)(=O)c1ccc(C)cc1
[50] O=C(Nc1ccccc1-c1ccccc1)C1CCCN(c2ncccn2)C1 (stereo unspecified)
[51] CSc1ccccc1-c1nnc(-c2ccc(C)cc2)o1
[52] CCCc1nc2sc3c(c2c(=O)[nH]1)CCCC3

compound no.	49	50	51	52
JMJD2C inh	-1	4	-4	18
LAP4 TOR yeast	82	101	91	102
MEP2 TOR yeast	93	98	105	99
RPL19A TOR yeast	86	96	/	104
proCasp7 act	1	-2	9	0
CR mimetic SO	109	97	94	101
proCasp3 act	9	5	7	-2
AHR activator	-2	3	21	-2
